# Screening results deposited in PubChem by National Center for Advancing Translational Sciences (NCATS).
# aSyn tox rescue – qHTS of alpha-syn Inhibitors: NCGC Sytravon Library Screen; S. cerevisiae alpha-synuclein toxicity rescue, BacTiter-Glo growth, 24 h; 94,000 compounds, 0.02% hits; Potency, µM (series often up to 46.1 µM), for inactives: at the top dose growth rescue (activation), actives largely listed as activators; active means well fitted activation curve with a large enough effect; inconclusive means small, poorly fitted or top-dose-only effect; further: 0% is about no effect
#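 Growth restoration measured by BacTiter-Glo luminescence after 24 hr at 30 deg C; alpha-synuclein yeast, raffinose-pregrown to mid-log, were added at OD600=0.02 in galactose medium onto pinned compounds.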
# * marks the source's active call; other numbers are inactive results; u = inconclusive; & = joins results of further samples. Potency means the concentration at half of the fitted maximal effect. The list is partial (hit frequency here may not be typical).
SMILES,aSyn tox rescue
O=C(CCl)N1c2ccccc2Sc2ccc3ccccc3c21,-13%
Cc1c(Cl)cccc1NC(=O)Cn1c(=O)nc(-c2ccccc2)c2ccccc21,3%
CCS(=O)(=O)Nc1ccc2[nH]c(=O)[nH]c2c1,-4%
CCOc1ccccc1N1CC(C(=O)NNC(=O)c2ccc(F)cc2)CC1=O (configuration not stated),-7%
Cc1nn(C)c2c1c(-c1ccccc1)cc(=O)n2CC(=O)NC(C)C,-5%
CC(C)(C)C1CCc2nc(NC(=O)Cc3ccc(Cl)cc3)sc2C1 (configuration not stated),11%
Fc1ccc(-c2ccc(CNCCSc3nnnn3-c3ccccc3)o2)cc1,-8%
CCc1ccc(CNC(=O)C2CCCN(S(=O)(=O)c3ccc4c(ccn4C)c3)C2)cc1 (configuration not stated),0%
COc1cc([N+](=O)[O-])ccc1N1C(=O)C2C3C=CC(C4CC34)C2C1=O (configuration not stated),-6%
CCOC(=O)c1ccc(NC(=O)CN2Cc3ccccc3C2=O)cc1,2%
C[C@@H]1CN([C@@H](C)CO)S(=O)(=O)c2ccc(Br)cc2O[C@H]1CN(C)C(=O)Nc1ccc(C(F)(F)F)cc1,-5%
CC1CCCCC1NC(=O)CSc1ncnc2sccc12 (configuration not stated),5%
Cc1cc2oc(=O)sc2cc1NS(=O)(=O)c1cccc2cccnc12,-16%
CCCn1c(SCc2nc(-c3cc(OC)ccc3OC)no2)nnc1-c1ccc(Cl)cc1,4%
O=[N+]([O-])c1ccc(S(=O)(=O)NCC(c2ccc3c(c2)OCO3)N2CCOCC2)cc1 (configuration not stated),14%
Cc1cccc(CNS(=O)(=O)c2ccc3[nH]c(=O)ccc3c2)c1,1%
Cc1c(Cl)cccc1NC(=O)CCS(=O)(=O)c1ccc2c(c1)CC(=O)N2C,-14%
O=C(c1ccc(CS(=O)c2ccccc2Cl)o1)N1CCN(c2cccc(Cl)c2)CC1 (configuration not stated),1%
Cc1cc2c(cc(C(=O)N3CCC(C(=O)NC4CCCC4)CC3)n2Cc2c(F)cccc2Cl)o1,-4%
CCc1ccc(CN(Cc2cn[nH]c2-c2ccc(OC)cc2)C(=O)Nc2ccc(Br)cc2)cc1,20%
COc1ccc(CCNC(=O)CSc2nc(-c3ccc(F)cc3)cc(C(F)(F)F)n2)cc1OC,-12%
O=C(COc1ncnc2ccccc12)Nc1ccc(S(=O)(=O)N2CCOCC2)cc1,-1%
COc1ccc(S(=O)(=O)c2cn(Cc3ccccc3)c3cc(F)c(F)cc3c2=O)cc1,6%
Cc1ccc(OCCC(=O)OCC(=O)NC2CCCCC2)cc1,5%
O=C(Nc1cccc(C(F)(F)F)c1)C1CCN(S(=O)(=O)c2cccc3nsnc23)CC1,-7%
COc1ccc(C(=O)OCc2cc(=O)n3nc(C4CC4)sc3n2)cc1OC,7%
Nc1c(C(=O)Nc2ccccc2F)sc2nc3c(cc12)CCCCCC3,3%
CCN(CC)CCNC(=O)Cn1cnc2sc(C)c(S(=O)(=O)N3CCC(C)CC3)c2c1=O,0%&-7%
CCn1cc(C(=O)NCc2ccc(Cl)cc2)c(=O)c2cc(S(=O)(=O)N(C)C3CCCCC3)ccc21,1%
COc1cc(NC(=O)CN(c2cc(C)cc(C)c2)S(=O)(=O)c2c(C)[nH]c(=O)[nH]c2=O)cc(OC)c1,3%
CNC(=O)c1c(NC(=O)c2cc(=O)c3cc(C)c(C)cc3o2)sc2c1CCCC2,-18%
O=C(CCC1N=C2c3ccccc3N=C(SCc3ccc(Cl)cc3)N2C1=O)N1CCN(c2ccccc2)CC1 (configuration not stated),4%
COc1ccc(N2CSC3=C(C#N)C(c4cc(OC)c(OC)cc4OC)CC(=O)N3C2)c(OC)c1 (configuration not stated),-2%
COc1ccc(N2CC(C(=O)Nc3nnc(SCC(=O)Nc4ccc(NC(C)=O)cc4)s3)CC2=O)cc1 (configuration not stated),-2%
CC1=C(C(=O)Nc2c(C)cc(C)cc2C)C2(CCN(C(C)C)CC2)OC1=O,-9%
COc1ccc(-c2nc3c(C#N)c[nH]n3c2NC2CCCC2)c(OC)c1,6%
CCC(=O)N1c2ccccc2CC1C(=O)NCCN1CCN(c2cccc(Cl)c2)CC1 (configuration not stated),-3%
O=C(NCc1ccccc1)C(=O)NCC(c1ccc2c(c1)OCO2)N1CCOCC1 (configuration not stated),-9%
C/C=N\NC(=O)CNC(=O)CNC(=O)c1ccccc1,-6%
CC(=O)c1c(C)n(S(=O)(=O)c2ccc(Cl)cc2)c2ccc(NS(=O)(=O)c3ccc(Cl)cc3)cc12,2%
CCCCN(C)CCNC(=O)CN1C(=O)CSc2ccc(S(=O)(=O)N3CCCCC3)cc21,-3%
CCOC(=O)c1cccc(NC(=O)CN2C(=O)c3ccccc3Sc3ncccc32)c1,-10%
COc1ccc(NC(=O)Cn2cc(C(=O)c3ccncc3)c(=O)c3cc(C)ccc32)cc1Cl,1%
Cc1ccc(CNC(=O)Cn2c(=O)n(-c3ccc(Cl)cc3)c(=O)c3c(C)c(C)sc32)cc1,-4%
COc1ccc(N2C(N)=C(C#N)C(c3cc(CN4CCOCC4)cs3)C3=C2CCCC3=O)cc1 (configuration not stated),-2%
CCOc1ccc(C(=O)N[C@H](C(=O)Nc2ccccc2OC)C(C)C)cc1,-6%
COc1ccccc1NC(=O)CSc1oc(-c2cccs2)nc1S(=O)(=O)c1ccc(C)cc1,7%
COc1ccc(CC2(CO)CCN(Cc3cccc4nccnc34)CC2)cc1,-3%
COc1ccc(S(=O)(=O)c2nnn(-c3cccc(Cl)c3)c2N)cc1,-5%
CC(=O)N1CCC2(CC1)OC(=O)C(C)=C2C(=O)Nc1cccc(Cl)c1C,6%
# Going on with the list:
SMILES,aSyn tox rescue
COC(=O)c1cc2oc(C)cc2n1CC(=O)N1CCCc2ccccc21,5%
CCOc1ccc(NC(=O)COc2cccc3cccnc23)cc1S(=O)(=O)N1CCCC1,2%
O=C(O)c1ccc(-n2cncn2)c([N+](=O)[O-])c1,-17%
CCc1cccc(C)c1NS(=O)(=O)c1c(C(=O)N2CCC(C)CC2)c(C)n(C)c1C,-6%
O=C(Cc1csc(NC(=O)Nc2ccc(Cl)cc2)n1)NCc1cccnc1,2%
CC1=C(C(=O)Nc2ccccc2C)C(c2cccs2)n2nc(SCc3cc(C)ccc3C)nc2N1 (configuration not stated),-8%
Cc1ccc(S(=O)(=O)N2CCc3cc(C(=O)Nc4ccc(Cl)cc4C)ccc32)cc1,2%
Cc1ccc(S(=O)(=O)N(C)CC(=O)N2CCCCCCC2)cc1,5%
CCc1ccc(NCc2cc3ccc(OC)cc3n(CC(=O)Nc3ccc(F)cc3F)c2=O)cc1,6%
CC(=O)Oc1ccc(/C=C(\NC(=O)c2ccco2)C(=O)NCc2ccccc2)cc1,-10%

# Exported as labelled records: 4 of the compounds above
CCc1cccc(C)c1NS(=O)(=O)c1c(C(=O)N2CCC(C)CC2)c(C)n(C)c1C
- aSyn tox rescue: -6%
O=C(Cc1csc(NC(=O)Nc2ccc(Cl)cc2)n1)NCc1cccnc1
- aSyn tox rescue: 2%
CC1=C(C(=O)Nc2ccccc2C)C(c2cccs2)n2nc(SCc3cc(C)ccc3C)nc2N1 (configuration not stated)
- aSyn tox rescue: -8%
Cc1ccc(S(=O)(=O)N2CCc3cc(C(=O)Nc4ccc(Cl)cc4C)ccc32)cc1
- aSyn tox rescue: 2%

# (cont.)
SMILES,aSyn tox rescue
Cc1ccc(-c2nnc(Nc3ccccc3)c3ccccc23)cc1S(=O)(=O)N1CCN(C)CC1,2%
COc1ccc(-c2noc(C(C)NS(=O)(=O)c3ccc(NC(C)=O)cc3)n2)cc1 (configuration not stated),-6%
CC1(C(=O)NC2CCCCC2)Cc2ccccc2C(=O)N1Cc1ccccc1Cl (configuration not stated),1%
COC(=O)c1cccc(CN2C(=O)SC(Nc3ccc(Cl)cc3)C2=O)c1 (configuration not stated),u
COc1cccc(S(=O)(=O)N(C)C[C@H]2OCc3cnnn3CCCC(=O)N([C@@H](C)CO)C[C@@H]2C)c1,-10%
Cc1cc2n(n1)CCC(=O)N2Cc1ccc(C(=O)Nc2cc(Cl)ccc2C)cc1,-1%
CC1CCN(C(=O)CSc2n[nH]c(-c3ccc(F)cc3)n2)CC1,-7%
COc1ccc(-c2cc(C(F)(F)F)n3nc(C(=O)OC(C)C)cc3n2)cc1,9%
CN1CCN(C(=O)CCCN2C(=O)/C(=C/c3ccccc3)SC2=S)CC1,4%
CCOc1ccc(Nc2nc3cc(S(=O)(=O)CC)ccc3o2)cc1,-11%
CCCCCCN1C[C@H](n2cc(COC(=O)c3ccccc3)nn2)[C@@H](O)C[C@@H]1c1ccc(OC)cc1,7%
CC(=C/c1ccccc1)/C=N/NC(=O)c1nnn(-c2nonc2N)c1CN1CCC(C)CC1,5%
Cc1cc(C)nc(SCC(CSc2nc(C)cc(C)n2)C(=O)O)n1,-7%
Cc1cccc(-c2ocnc2C(=O)Nc2ccccc2NC(=O)c2ccccn2)c1,5%
CCOC(=O)C1CCN(C(=O)COc2ccc(N(C)S(=O)(=O)c3ccc(C)cc3)cc2)CC1,5%
COc1cc(/C=N/Nc2ccc([N+](=O)[O-])cc2S(=O)(=O)N2CCOCC2)cc(OC)c1OC,6%
COc1ccccc1NC(=O)c1cc2c(s1)-c1ccccc1S(=O)(=O)C2,-11%
O=C(c1cc(-c2ccc(Cl)cc2)n[nH]1)N1CCN(S(=O)(=O)c2ccc(Br)s2)CC1,0%
Cc1noc(C)c1CSCC(=O)Nc1ccc(S(=O)(=O)C(F)F)cc1,-1%
Cc1cccc(N=Nc2c(C)[nH]n(-c3ccccc3)c2=O)c1,0%

# Some of the entries so far, as tab-separated lines:
canonical_smiles	aSyn tox rescue
O=C(c1cc(-c2ccc(Cl)cc2)n[nH]1)N1CCN(S(=O)(=O)c2ccc(Br)s2)CC1	0%
Cc1noc(C)c1CSCC(=O)Nc1ccc(S(=O)(=O)C(F)F)cc1	-1%

# Carrying on:
SMILES,aSyn tox rescue
COc1ccc(-c2nc(C)c(CCNS(=O)(=O)c3ccc(F)cc3)s2)cc1OC,5%
O=C(Nc1ccc(Cl)cc1Cl)c1ccc(-c2ccccc2)cc1,-7%
COc1ccc(NC(=O)CSc2nc3c([nH]c4ccccc43)c(=O)n2-c2ccccc2)c(OC)c1,7%
CC(=O)NCc1nc2cccnc2n1Cc1ccccc1,5%
CCc1ccc(NC(=O)CSc2nc(C)c(C(=O)Nc3ccc(Cl)cc3)c(-c3ccc(OC)cc3)c2C#N)cc1,3%
O=C(NCC1CC1)Nc1ccccc1,2%
O=C(CCC1N=C2c3ccccc3N=C(SCC(=O)Nc3ccc(F)cc3)N2C1=O)NCc1ccco1 (configuration not stated),-3%
Cc1ccc(S(=O)(=O)NCC(=O)NCC(=O)NCCc2ccc(Cl)cc2)cc1C,-2%
Cc1c(C)n(Cc2ccccc2)c2ccc(C(=O)N3CCN(c4ccccc4F)CC3)cc12,6%
Cc1ccc2ncc(C(=O)c3ccc(C)c(C)c3)c(S(=O)(=O)c3ccc(F)cc3)c2c1,5%
COc1ccccc1CNC(=O)c1ccc(CSc2nc3ccncc3n2Cc2cccc(F)c2)cc1,-9%
O=C(CCNS(=O)(=O)c1cccc2nsnc12)NCc1ccc(F)cc1,0%
NC(=O)COC(=O)C12CC3CC(CC(O)(C3)C1)C2,4%
Oc1c(C(c2ccccc2Cl)N2CCC(O)CC2)sc2nc(-c3ccco3)nn12 (configuration not stated),6%
COc1cccc(-c2nc(S(=O)(=O)c3ccc(C)cc3)c(N3CCCCC3)o2)c1,-1%
COc1ccc(-n2cnc3cc(C(=O)NCCC4=CCCCC4)ccc32)cc1,-11%
COC(=O)c1ccccc1NC(=O)CSc1nc(C)c(Cl)c(C)c1C#N,7%
CC(C)c1ccc(S(=O)(=O)c2cnc(SCC(=O)Nc3ccc4c(c3)OCCO4)[nH]c2=O)cc1,4%
CC(=O)c1cccc(NC(=O)[C@H](Cc2ccccc2)N2Cc3ccccc3C2=O)c1,1%
O=C(CCCC(=O)OCC(F)(F)C(F)F)Nc1ccccc1F,-3%
CC(NC(=O)c1cc(S(=O)(=O)N2CCCC2)cn1C)c1ccccc1 (configuration not stated),-6%
COc1ccc(OCCCC(=O)N2CCN(S(=O)(=O)c3cccc(F)c3)CC2)cc1,3%
CCOC(=O)N1CCN(Cc2nc3c(c(=O)n(C)c(=O)n3C)n2CCC(C)C)CC1,2%
Cc1cccc(C)c1NC(=O)c1cc2sccc2n1Cc1ccc(F)cc1,-7%
C[C@H](CO)N1C[C@H](C)[C@@H](CN(C)Cc2ccc(C(F)(F)F)cc2)OCc2cnnn2CCCC1=O,-3%
COc1cccc2cc(S(=O)(=O)c3ccc(F)c(C)c3)c(=O)oc12,-11%
Cc1cc(S(=O)(=O)NCCN2CCOCC2)ccc1Cl,-6%
COCCn1c(SCC(=O)c2ccc(C)cc2)nc2cc(C(=O)NC3CCCC3)ccc2c1=O,3%
NC(=O)c1cccc(C(N)=O)n1,-8%
CC(C)NC(=O)N(C)C[C@H]1OCc2cnnn2CCCC(=O)N([C@@H](C)CO)C[C@H]1C,-6%

# Three entries out of the list, sorted by number of heavy atoms, low to high.
SMILES,aSyn tox rescue
Cc1cc(S(=O)(=O)NCCN2CCOCC2)ccc1Cl,-6%
CC(NC(=O)c1cc(S(=O)(=O)N2CCCC2)cn1C)c1ccccc1 (configuration not stated),-6%
Cc1cccc(C)c1NC(=O)c1cc2sccc2n1Cc1ccc(F)cc1,-7%

# Next part
SMILES,aSyn tox rescue
CSCCC(NS(=O)(=O)c1ccc2c(c1)oc(=O)n2C)C(=O)NCCc1ccc(C)cc1 (configuration not stated),-8%
Cc1ccc(C(=O)NC(=S)Nc2cccnc2Cl)cc1,-2%
CCOc1ccc2nc(NC(=O)c3nc(SCc4ccccc4C)ncc3Cl)sc2c1,-11%
Cc1ccc(Cl)cc1NC(=O)c1cc(CN2CCCC2)on1,8%
